Screening results: PubChem BioAssay, NMMLSC
Bfl-1 Bim block – inhibitors of Bim-Bfl-1 interaction, human. Bead-based flow cytometry, Bim-Bfl-1 binding inhibition. hit rate 0.12% among 190,000. Q16548. AID 1008. inhibition, % at 10 µM;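 further: 0% = wells without compound plus tracer and 100% = blocker peptide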
Bcl-2 Bim block – inhibitors of Bim-Bcl-2 interaction, human; hit rate 0.06% among 190,000; Bead-based flow cytometry, Bim peptide-Bcl-2 binding; AID 950; P10415; inhibition, % at 10 µM; in the data active means inhibition above about 40%; inconclusive means no clear call, values can overlap the other calls;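 further: 0% = no compound wells with probe peptide and 100% = reference peptide inhibitor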
Target sequence (P10415 whole entry, looked up): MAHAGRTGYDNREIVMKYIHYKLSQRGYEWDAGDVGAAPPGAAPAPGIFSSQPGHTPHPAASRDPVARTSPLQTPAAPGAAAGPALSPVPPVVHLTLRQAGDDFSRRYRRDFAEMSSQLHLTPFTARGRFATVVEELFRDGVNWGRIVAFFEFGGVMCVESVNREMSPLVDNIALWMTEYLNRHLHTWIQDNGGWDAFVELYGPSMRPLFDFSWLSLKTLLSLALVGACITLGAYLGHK
Bim-Bcl-B – human Bim-Bcl-B interaction inhibition; inhibition, % at 10 µM; bead-based flow cytometry, Bim peptide-Bcl-B binding; hit rate 0.073% among 190,000; Q9HD36; AID 951;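 further: 0% = tracer peptide without compound and 100% = reference inhibitor peptide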
ABCB1 inh – inhibitors of human ABCB1 transporter, ABCG2 counter-screen; P08183; CCRF-Adr cells, JC-1 efflux, flow cytometry; inhibition, % at 6.6 µM; hit rate 0.067% among 190,000; in the data active means inhibition above about 40%;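 further: 0% = vehicle and 100% = reference inhibitor; higher value means more JC-1 retained so stronger ABCB1 efflux block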
Mcl-1 Bim block – human Bim-Mcl-1 interaction inhibition; Q07820; Bead-based flow cytometry, Bim peptide-Mcl-1 binding; inhibition, % at 10 µM; hit rate 0.1% among 190,000; AID 1009;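 further: 0% = no compound tracer wells and 100% = peptide blocker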
ABCG2 inh – inhibitors of human ABCG2 transporter, ABCB1 counter-screen. hit rate 0.1% among 190,000. Q9UNQ0. inhibition, % at 6.6 µM. IgMXP3 cells, JC-1 efflux, flow cytometry. AID 1325;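 active means inhibition above 80%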;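 further: 0% = DMSO and 100% = nicardipine control wells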
Target sequence (Q9UNQ0 whole entry, looked up): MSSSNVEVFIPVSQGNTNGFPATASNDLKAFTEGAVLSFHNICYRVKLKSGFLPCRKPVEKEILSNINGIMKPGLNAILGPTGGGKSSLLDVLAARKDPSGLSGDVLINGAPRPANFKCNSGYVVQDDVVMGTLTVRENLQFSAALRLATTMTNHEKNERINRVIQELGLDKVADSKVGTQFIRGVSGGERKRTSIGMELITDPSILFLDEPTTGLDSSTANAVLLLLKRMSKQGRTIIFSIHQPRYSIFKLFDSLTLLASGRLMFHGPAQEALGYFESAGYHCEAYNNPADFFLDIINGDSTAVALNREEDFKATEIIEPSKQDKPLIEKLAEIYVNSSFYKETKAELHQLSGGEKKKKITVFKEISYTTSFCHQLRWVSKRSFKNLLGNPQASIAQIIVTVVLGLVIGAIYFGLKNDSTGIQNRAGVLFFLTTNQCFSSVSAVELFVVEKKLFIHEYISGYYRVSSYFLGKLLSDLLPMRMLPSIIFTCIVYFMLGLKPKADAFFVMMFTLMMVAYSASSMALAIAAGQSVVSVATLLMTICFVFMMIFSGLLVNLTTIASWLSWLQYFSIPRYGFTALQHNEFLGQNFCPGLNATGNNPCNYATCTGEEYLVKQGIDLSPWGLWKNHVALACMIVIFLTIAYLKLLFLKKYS
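Incubation: cells with compound and JC-1, 10 min at 25 °C, rotating, no wash / Test system: IgMXP3 (ABCG2) plus far-red-tagged CCRF-Adr (ABCB1) cells / Compound dosing: one concentration, 6.6 µM final / Also added: JC-1 fluorescent substrate / Evaluation: efflux inhibition in percent versus controls / Detection: flow cytometry, 530 nm JC-1 signal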
RGS7-Gao – regulators of human RGS7-Galphao interaction. hit rate 0.35% among 220,000. P09471. binding response (% of control), % at 10 µM. Multiplexed bead flow cytometry, RGS7-Galphao binding; actives lie on both sides; in the data active means binding response below about 49% or above about 150%; inconclusive means no clear call, values can overlap the other calls; inactive means in between;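 further: fluorescent Galphao held in activated GDP-AlF4 state binding bead-coupled RGS7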
Bcl-XL Bim block – disrupts Bim peptide binding to human Bcl-XL; Q07817; bead flow cytometry, fluorescence; inhibition, % at 10 µM; hit rate 0.04% among 190,000
RGS8-Gao – human RGS8-Galphao interaction regulation; multiplexed bead flow cytometry, RGS8-Galphao binding; actives lie on both sides; response (percent of control binding), % at 10 µM; hit rate 0.34% among 220,000; AID 1423; in the data active means response below about 60% or above about 140%; inactive means in between;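 further: Galphao activated as the GDP aluminium fluoride complex binding bead-coupled RGS8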
RGS4-Gao reg – human RGS4-Galphao interaction regulation; Multiplexed bead flow cytometry, RGS4-Galphao binding; actives lie on both sides; binding response (% of control), % at 10 µM; hit rate 0.33% among 220,000; in the data active means binding response below about 49% or above about 150%; inactive means in between;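 further: fluorescent Galphao activated with aluminum fluoride binding bead-coupled RGS4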
Bcl-W Bim block – human Bim-Bcl-W interaction inhibition; hit rate 0.02% among 190,000; inhibition, % at 10 µM; bead-based flow cytometry, Bim peptide-Bcl-W binding;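 further: 0% = bound tracer without compound and 100% = peptide blocker; higher means less fluorescent Bim peptide bound to Bcl-W beads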
Numbers without * were called inactive; ? = inconclusive; . = not tested or not shown. Unless noted, no stated cut-off is given here; in the data, active means inhibition above about 40%. An unsorted share of the library; about 0.94% have a hit in one of these screens.

SMILES	Bfl-1 Bim block	Bcl-2 Bim block	Bim-Bcl-B	ABCB1 inh	Mcl-1 Bim block	ABCG2 inh	RGS7-Gao	Bcl-XL Bim block	RGS8-Gao	RGS4-Gao reg	Bcl-W Bim block
COc1ccc(/C(O)=C2\C(=O)C(=O)N(CC3CCCO3)C2c2cc(OC)ccc2OC)cc1 (stereo not drawn)	-15	-6	-7	0.7	0	1	100	-6	100	100	-2
Cc1ccc(-c2cc(-c3ccccc3C)[nH]n2)c(O)c1	0	10	-3	0.6	0	1	104	-5	106	105	-1
CCCNCc1cc(Br)ccc1OCC(=O)NCCc1ccccc1	-5	-3	-6	0.1	-3	-3	102	-10	106	100	-3
CC(NC(=O)c1cncc(Br)c1)c1ccc(S(N)(=O)=O)cc1 (stereo not drawn)	-3	-2	-3	0.9	0	2	99	-4	104	105	0
O=C(CNC(=O)C1CCCCC1)Nc1cc(Cl)ccc1Cl	-1	1	-5	0.2	-3	5	99	-3	101	102	-2
COc1ccc(CNS(=O)(=O)c2ccc(OC)cc2)cc1	0	-1	-2	1.1	-2	5	99	-1	107	103	-2
COc1ccc(/C(N)=N/OC(=O)CSc2ccc(C)cc2)cc1OC	-12	-3	-7	0.1	0	0	99	-3	108	104	0
Cc1ccc(CNn2cnnc2SCc2ccc(F)cc2)cc1	-10	-9	-18	0.5	-10	2	103	-11	96	98	-9
CCOC(=O)c1c(C)[nH]c(C)c1C(=O)COC(=O)c1cccc(S(=O)(=O)N(CC)CC)c1	-3	-5	-2	2.6	-4	14	98	-1	98	98	1
O=C(NCCCN1CCCC1)C1CCC(=O)N1C1CCCCC1 (stereo not drawn)	-16	-10	-8	0.4	0	2	101	-19	98	98	0
COc1ccc(NC(=O)Nc2ccccc2F)cc1Cl	2	0	1	0.6	-6	8	?	0	99	99	-2
Cc1noc(C)c1C(=O)N1CCN(Cc2ccccc2)CC1	-3	-2	-2	0.8	-4	3	114	-5	128	117	-2
O=C1C2CCCN2C(c2ccc(F)cc2)N1c1cccc(Cl)c1 (stereo not drawn)	-10	-8	-8	0.5	-1	2	103	-3	100	102	-1
CCOc1ccc(NC(=O)C(C)Sc2nnc(C)n2C)cc1 (stereo not drawn)	-8	-5	-1	0.6	0	2	95	-2	100	96	1
Cc1cc(C)nc(N2CCN(c3nc(C)cc(C)n3)CC2)n1	-15	-10	-10	0.1	-3	3	102	-10	100	98	-2
COc1ccccc1C(=O)NCCN1CCN(C(=O)c2ccccc2OC)CC1	-1	4	3	0.1	0	3	103	0	99	101	1
O=C(NCC1CCCO1)c1csc(Nc2cccc3ccccc23)n1 (stereo not drawn)	2	2	1	1.3	-1	20	94	-1	89	95	0
COc1c(Cl)ccc(Cl)c1C(=O)NC(=O)N1CCOCC1	-4	0	-3	0.1	-3	0	103	1	104	104	-2
O=C(O)CCc1nn2c3ccccc3n(CCN3CCCCC3)c2nc1=O	-6	-2	-6	0.2	-1	0	102	-7	99	102	0
O=C(NC(=S)Nc1ccccc1N1CCCCC1)c1ccc(-c2cccc([N+](=O)[O-])c2)o1	-12	-4	-10	-0.7	0	-1	99	-2	100	100	0
Cc1ccc(NC(=O)Nc2ccc(Cl)cc2)c(Br)c1	1	0	-4	-0.1	-2	-2	103	-3	102	101	-3
Cc1ccc(OC(=O)c2cccc(S(=O)(=O)N3CCCC3)c2)c(-n2nc3ccccc3n2)c1	-4	-2	-6	0.8	-8	4	103	-8	101	100	-8
O=C(NCc1cccnc1)c1cc(S(=O)(=O)N2CCCCC2)ccc1Cl	-11	-6	-8	0.6	-2	0	101	-5	106	102	0
O=C(NCCN1CCOCC1)c1ccc2c(c1)N(Cc1cccc(F)c1)C(=O)c1ccccc1S2	0	1	2	6.1	-2	-3	92	1	97	98	-1
CCc1ccc2c(c1)c1nc(C)sc1n2CC	-4	-1	-4	0.5	-1	4	91	-4	101	92	-2

An excerpt from above with just Bcl-XL Bim block:
compound	Bcl-XL Bim block
COc1ccc(/C(N)=N/OC(=O)CSc2ccc(C)cc2)cc1OC	-3
Cc1ccc(CNn2cnnc2SCc2ccc(F)cc2)cc1	-11
CCOC(=O)c1c(C)[nH]c(C)c1C(=O)COC(=O)c1cccc(S(=O)(=O)N(CC)CC)c1	-1
O=C(NCCCN1CCCC1)C1CCC(=O)N1C1CCCCC1 (stereo not drawn)	-19
COc1ccc(NC(=O)Nc2ccccc2F)cc1Cl	0
Cc1noc(C)c1C(=O)N1CCN(Cc2ccccc2)CC1	-5

Carrying on.
SMILES	Bfl-1 Bim block	Bcl-2 Bim block	Bim-Bcl-B	ABCB1 inh	Mcl-1 Bim block	ABCG2 inh	RGS7-Gao	Bcl-XL Bim block	RGS8-Gao	RGS4-Gao reg	Bcl-W Bim block
CCc1ccc(N=CC23c4ccccc4C(c4ccccc42)C2C(=O)N(c4ccc(OC)cc4)C(=O)C23)cc1 (stereo not drawn)	0	-2	2	0.9	0	2	103	1	101	100	-1
O=C(CCS(=O)(=O)c1cccs1)Nc1ccc(C(=O)NC2CCCC2)cc1	-3	1	0	0.1	4	1	100	0	103	101	0
CC(C)c1ccccc1-n1c(SCC(=O)N2CCN(c3ccccc3)CC2)nnc1-c1cccnc1	0	-6	-17	2.5	-7	1	102	-3	97	98	-7
CC1=NN(C(=O)Cn2ccc([N+](=O)[O-])n2)C(O)(C(F)(F)F)C1 (stereo not drawn)	-2	-2	-8	-0.1	-6	8	107	-6	109	105	-4
CN(C)CCCOc1cccc(Cl)c1	-1	-1	-8	2.5	-4	11	98	-1	98	97	-1
CCC(C)C(NC(=O)[C@@H](NC(=O)c1ccccc1F)C(C)C)C(=O)OC (stereo partly drawn)	-4	-2	-8	0.1	0	3	103	-10	102	104	-1
CCCn1nc(C(=O)NC2CCCc3ccccc32)c2ccccc2c1=O (stereo not drawn)	-8	-7	-9	3.7	-1	32	99	-8	96	96	-5
BrC(=C\c1ccccc1)/C=N/N1CCN(c2ccccn2)CC1	-9	-8	-10	0.7	-10	18	109	-12	108	101	-4
Cc1ccc(S(=O)(=O)N2CCCCC2)cc1NC(=O)COC(=O)c1ccc2c(c1)OCO2	0	4	-1	1.8	0	2	105	-3	101	102	-2
O=C(COc1ccccc1[N+](=O)[O-])N/N=C/c1ccncc1	-2	-2	-2	0.1	-1	7	103	-2	106	104	-1
COC(=O)c1ccc(N2CCN(S(=O)(=O)c3c(C)cc(C)cc3C)CC2)c([N+](=O)[O-])c1	-4	-2	-1	0.9	1	3	103	-2	103	100	-2
CCCc1cc(-n2cnc3ccccc32)n2c(nc3ccccc32)c1C#N	-11	-4	-8	1.4	-1	2	98	-6	102	98	2
C/C(CC(=O)Nc1cc(C)ccn1)=N\NC(=O)C(=O)Nc1cccc(C)c1	-1	-6	-5	-0.1	-4	-3	95	-5	104	99	-4
CCCCCC(=O)N(O)C1CC(=O)N(c2ccccc2)C1=O (stereo not drawn)	-6	2	3	0.4	0	2	84	1	86	78	-1
C#CCNc1c2c(nc3nnnn13)CCCC2	-1	3	2	-0.1	0	0	97	1	100	99	1
O=C(OCC#CCSc1nc2ccccc2o1)c1ccco1	-3	-4	-3	0.3	-6	4	93	-3	101	95	-2
O=C(CN1CCc2ccccc21)NCc1ccc2c(c1)OCO2	-8	-8	-7	0.4	-5	1	102	-10	103	104	-5
COc1cccc(NC(=O)Cn2c(SCC(=O)N3CCOCC3)nc3ccccc32)c1	-13	-9	-8	0.2	-2	1	100	-18	97	95	-2
CCCCn1c(CCCNC(=O)CC)nc2ccccc21	-12	-7	-6	-2.7	-1	-4	104	-3	102	104	0
O=C(NCc1cccnc1)C1c2ccccc2C(=O)N1C1CCCCCCC1 (stereo not drawn)	-4	-2	-2	-2.0	-1	-1	94	-2	98	92	-1
O=C(NCc1cccnc1)C(=O)Nc1nccs1	-4	0	-1	0.8	-1	2	?	-1	99	101	-3
COc1ccc(Cl)cc1-c1nc(SCC(=O)NC(C)(C)C)n[nH]1	-4	-1	-4	1.4	0	23	99	0	101	101	1
Cc1csc(NC(=O)CSc2nnc(-c3ccc(Cl)cc3)n2N)n1	-4	-2	-2	-0.3	0	0	98	0	99	98	-2
CCn1c(SCC(=O)N/N=C/c2cc(OC)c(OC)c(OC)c2)nc2ccccc21	-4	-8	-6	1.6	-2	52	103	-2	100	103	0
Cc1ccc(S(=O)(=O)CC(=O)N2CCOCC2)cc1	-5	-3	-6	0.1	-2	0	100	-3	100	99	-1
O=C(C1CCC1)N1CCN(Cc2ccccc2)CC1	-6	-1	-2	0.1	4	0	94	1	97	98	4
Cc1ccc(-c2csc(NC(=S)NC(=O)c3cccs3)n2)cc1	-3	-2	-4	-0.7	-4	-3	100	-5	102	101	-3
C=CCNCc1cccn1-c1sc2c(c1C#N)CCCC2	-14	0	-9	.	5	.	102	-2	103	105	1
COc1ccc(-n2c(Cc3cccn3C)nnc2SCC(=O)Nc2ccccc2)cc1	-1	-1	4	1.0	0	11	99	2	109	97	0
COc1ccccc1NC(=O)C(=O)Nc1ccccn1	-13	-10	-5	1.6	-1	47	91	-5	100	97	0

Ordered by the number under Bcl-W Bim block (rising): 3 of the compounds above.
Compound	Bfl-1 Bim block	Bcl-2 Bim block	Bim-Bcl-B	Mcl-1 Bim block	RGS7-Gao	Bcl-XL Bim block	RGS8-Gao	RGS4-Gao reg	Bcl-W Bim block
BrC(=C\c1ccccc1)/C=N/N1CCN(c2ccccn2)CC1	-9	-8	-10	-10	109	-12	108	101	-4
O=C(NCc1cccnc1)C(=O)Nc1nccs1	-4	0	-1	-1	?	-1	99	101	-3
C=CCNCc1cccn1-c1sc2c(c1C#N)CCCC2	-14	0	-9	5	102	-2	103	105	1

A second format for 3 compounds above.
canonical_smiles: O=C(COc1ccccc1[N+](=O)[O-])N/N=C/c1ccncc1
- Bfl-1 Bim block: -2
- Bcl-2 Bim block: -2
- Bim-Bcl-B: -2
- ABCB1 inh: 0.1
- Mcl-1 Bim block: -1
- ABCG2 inh: 7
- RGS7-Gao: 103
- Bcl-XL Bim block: -2
- RGS8-Gao: 106
- RGS4-Gao reg: 104
- Bcl-W Bim block: -1

canonical_smiles: COc1cccc(NC(=O)Cn2c(SCC(=O)N3CCOCC3)nc3ccccc32)c1
- Bfl-1 Bim block: -13
- Bcl-2 Bim block: -9
- Bim-Bcl-B: -8
- ABCB1 inh: 0.2
- Mcl-1 Bim block: -2
- ABCG2 inh: 1
- RGS7-Gao: 100
- Bcl-XL Bim block: -18
- RGS8-Gao: 97
- RGS4-Gao reg: 95
- Bcl-W Bim block: -2

canonical_smiles: O=C(CCS(=O)(=O)c1cccs1)Nc1ccc(C(=O)NC2CCCC2)cc1
- Bfl-1 Bim block: -3
- Bcl-2 Bim block: 1
- Bim-Bcl-B: 0
- ABCB1 inh: 0.1
- Mcl-1 Bim block: 4
- ABCG2 inh: 1
- RGS7-Gao: 100
- Bcl-XL Bim block: 0
- RGS8-Gao: 103
- RGS4-Gao reg: 101
- Bcl-W Bim block: 0
